# mouse EphA4 binding = inhibitors of EphA4 binding to KYL peptide, primary screen, biochemical, colorimetric, mouse EphA4 (AID 689). Ephrin type-A receptor 4 (Mus musculus). EphA4-AP binding to KYL peptide, pNPP A405; higher % means a stronger effect. inhibition, % at 10 µM, or IC50 in µM where a hit was titrated. 0.1% of 62,000 active; in the data active = a potency from the dose series; inactive = the rest, 99 in 100 with inhibition below about 22%
# * marks the source's active call; other numbers are inactive results. The list is partial. The share of hits here may be higher or lower than overall.
# The opening 6 compounds as a preview:
structure	mouse EphA4 binding
Cc1ccc(S(=O)(=O)c2cnc(-c3ccccc3)nc2Oc2ccccc2)cc1	-4%
NNC(=O)c1ccc([N+](=O)[O-])c(CS(=O)(=O)c2ccc(Cl)cc2)c1	-1%
CCOC(=O)c1nnn(-c2ccccc2C#N)c1C	-6%
CCN1CCN(C(=O)C2CCN(Cc3nc(-c4cccc(Cl)c4)oc3C)CC2)CC1	-15%
CCn1cc(CNC(=O)c2cc(-c3ccccc3OC)nc3ccccc23)c(C)n1	7%
CCS(=O)(=O)c1ccc2oc(Nc3cc(C)cc(C)c3)nc2c1	-1%

# The whole of this part, previewed entries included:
structure	mouse EphA4 binding
Cc1ccc(S(=O)(=O)c2cnc(-c3ccccc3)nc2Oc2ccccc2)cc1	-4%
NNC(=O)c1ccc([N+](=O)[O-])c(CS(=O)(=O)c2ccc(Cl)cc2)c1	-1%
CCOC(=O)c1nnn(-c2ccccc2C#N)c1C	-6%
CCN1CCN(C(=O)C2CCN(Cc3nc(-c4cccc(Cl)c4)oc3C)CC2)CC1	-15%
CCn1cc(CNC(=O)c2cc(-c3ccccc3OC)nc3ccccc23)c(C)n1	7%
CCS(=O)(=O)c1ccc2oc(Nc3cc(C)cc(C)c3)nc2c1	-1%
Oc1c(Br)cc(C2N=C(c3ccccc3)NO2)cc1Br (configuration not stated)	-6%
CCOc1ccccc1/C=c1\sc2ncnn2c1=O	10%
Cc1ccc(N2CC(C(=O)Nc3cccc(Cl)c3C)CC2=O)cc1 (configuration not stated)	-7%
O=C(/C=C/c1ccccc1)N1CCC(CN2C(=O)c3cccc4cccc(c34)C2=O)CC1	-3%

# As entered above:
# mouse EphA4 binding result of `CCN1CCN(C(=O)C2CCN(Cc3nc(-c4cccc(Cl)c4)oc3C)CC2)CC1` → -15%
# mouse EphA4 binding result of `CCOC(=O)c1nnn(-c2ccccc2C#N)c1C` → -6%

# Returning to the listing; the 4 compounds before the break are reprinted first.
structure	mouse EphA4 binding
Oc1c(Br)cc(C2N=C(c3ccccc3)NO2)cc1Br (configuration not stated)	-6%
CCOc1ccccc1/C=c1\sc2ncnn2c1=O	10%
Cc1ccc(N2CC(C(=O)Nc3cccc(Cl)c3C)CC2=O)cc1 (configuration not stated)	-7%
O=C(/C=C/c1ccccc1)N1CCC(CN2C(=O)c3cccc4cccc(c34)C2=O)CC1	-3%
O=C(CSc1nnc(NC2CCCCC2)s1)Nc1ccc(N2CCOCC2)cc1	-2%
O=C(C1CCC1)N1CCc2cc(S(=O)(=O)NCCN3CCN(c4ccccc4F)CC3)ccc21	-4%
CCn1c(SCC(=O)Nc2ccc(S(N)(=O)=O)cc2)nnc1-c1cccc(OC)c1	-7%
CCOC(=O)c1ccc(N2C(=O)CC(N3CCC(O)(c4ccc(Br)cc4)CC3)C2=O)cc1 (configuration not stated)	-6%
Cc1nc2ncnn2c(N2CCN(C(=O)c3cccc(F)c3)CC2)c1Cc1ccccc1	-14%
Cc1cc(-c2c(C)[nH]n(-c3ccc(Cl)cc3)c2=O)n(-c2ccccc2)n1	-8%
N#Cc1nc(COc2ccc(Cl)cc2)oc1NCc1ccc2c(c1)OCO2	-10%
Cc1ccc(-n2c(C)c([N+](=O)[O-])c3ccc(O)cc32)cc1	-6%
CCCC(=O)c1cc(F)c(N2CCOCC2)cc1C	6%
Cc1c(C(=O)NCc2cccnc2)oc2ccccc12	-11%
COc1cc2c(C(=O)NCCCN3CC(C)CC(C)C3)cn(CC(C)C)c(=O)c2cc1OC (configuration not stated)	-9%
Cc1noc(C)c1COc1cccc(C(=O)OCCOc2ccc(F)cc2)c1	-10%
O=C(Nc1ccc2oc(-c3ccc(F)cc3Cl)nc2c1)c1ccc(Br)o1	6%
Cc1ccccc1N(CC(=O)NCCc1ccc(Cl)cc1)S(=O)(=O)c1ccccc1	-2%
CCOC(=O)c1ccc(-n2c(C)cc(C=C3C(=O)c4ccccc4C3=O)c2C)cc1	-6%
Cc1ccc(-n2nc(C)c(-c3cccc([N+](=O)[O-])c3)c2C)cc1Cl	-3%
Cc1cc(C)cc(N(C(C)C(=O)NC2CCCC2)S(C)(=O)=O)c1 (configuration not stated)	0%
CC1(C)CC2CC(C)(CN2C(=O)COC(=O)c2ccc(Cl)c(N)c2)C1 (configuration not stated)	3%
CCN(CC)CCCNC(=O)c1cc(-c2ccc(Cl)c(Cl)c2)on1	-18%
CCOC(=O)C(CNC(=O)c1ccccc1)(Oc1ccc(Cl)cc1)C(=O)OCC	-4%
COc1ccc(CC(=S)N2CCOCC2)cc1OC	-9%
Cc1ccccc1NC(=S)N(CCN(C)C)C(C)c1ccccn1 (configuration not stated)	-8%
CC(C)NC(=O)NC(=O)COC(=O)Cc1ccsc1	-3%
COc1ccccc1N1CCN(S(=O)(=O)c2cc(C)sc2C)CC1	0%
COc1nc(N(c2ccccc2)c2ccccc2)nc(-n2ccnc2)n1	3%
CN(CC(=O)NCc1ccccn1)S(=O)(=O)c1ccc(Cl)cc1	-2%
O=C(COc1ccc(Cl)cc1)N/N=C/CCc1ccccc1	0%
COc1ccc(C(=O)N2CCN=C2SC)cc1OC	-2%
CCOC(=O)c1c(NC(=O)c2ccc(Cl)cc2)sc(C(=O)Nc2cc(C(F)(F)F)ccc2Cl)c1C	-2%
C=C(C)Cn1c(Sc2nc3ccccc3[nH]2)nc2c1c(=O)[nH]c(=O)n2C	7%
CC1CCN(C(=O)CSc2nnc(-c3cc4ccccc4cc3O)n2Cc2ccco2)CC1	-8%
CCn1nc(NC(=O)c2cccnc2)c2cc3ccccc3nc21	-7%
COC(=O)C1C2CCC(C2)C1C(=O)OCC(=O)c1ccccc1 (configuration not stated)	-6%
COc1ccc(N2CCn3c2nc2c3c(=O)n(CCCc3ccccc3)c(=O)n2C)cc1	-12%
CCC(=O)Nc1c2c(nc3c1CCC3)CCCC2	-10%
CCOC(=O)N1CCN(Cc2nc3c(c(=O)n(C)c(=O)n3C)n2Cc2cccc3ccccc23)CC1	-6%
CSc1ccccc1-c1nnc(-c2ccc(Cl)cc2Cl)o1	-7%
FC(F)(F)c1cccc(NC(=S)NCc2ccccc2)c1	-6%
COc1ccc(C(=O)NCCc2c[nH]c3ccccc23)cc1S(=O)(=O)N1CCOCC1	-12%
CCCCCC(=O)Nc1c(-c2cccs2)c(=O)c2ccccc2n1C	7%
NC(=O)c1nn(-c2cccc(Cl)c2)c(=O)cc1O	-4%
O=C(Nc1ccc2ccccc2c1)N1CCN(c2ncccc2C(F)(F)F)CC1	-11%
O=C(OCc1cc2ccccc2[nH]c1=O)C1CCCO1 (configuration not stated)	2%
CN(C)c1ccc(/C=C/c2cc[n+](C)cc2)cc1	4%
COc1cccc(-n2c(CNC(=O)OC(C)(C)C)n[nH]c2=S)c1	4%
COc1ccc(C(=O)CN(C(=O)c2ccc(Cl)cc2)N2C(=O)c3ccccc3C2=O)cc1	-6%
Cc1ccccc1N1CCN(C(=S)c2ccc(Cl)cc2)CC1	7%
CC(C)c1nc2oc3ccccc3c(=O)c2c(=O)n1-c1ccccc1	2%
COc1cc(-c2nnc3sc(Cc4ccccc4)nn23)cc(OC)c1OC	-2%
Cc1ccc(-c2nn(-c3ccccc3)cc2CN(Cc2ccccc2)C(=O)c2ccco2)o1	9%

# Next part
structure	mouse EphA4 binding
CCc1ccc(NC(=S)N2CCN(c3cccc(C(F)(F)F)c3)CC2)cc1	-14%
COc1ccc(NC(=O)C(NC(C)=O)C(=O)NCc2ccc(F)cc2)cc1 (configuration not stated)	-7%
N#C/C(=C\c1ccc(-c2ccccc2)o1)C(=O)Nn1cnnc1	-10%
O=c1c2ccccc2nc2n1C(CSCc1ccc(Cl)cc1Cl)CS2 (configuration not stated)	-3%
COc1ccc(C(c2nnnn2Cc2ccc(F)cc2)N2CCN(c3ccccc3)CC2)cc1 (configuration not stated)	-2%
Cc1ccnc(NC(=O)CSc2cc(=O)n(C)c3ccccc23)c1	5%
COc1ccc(N2CC(C(=O)OCC(=O)c3cccc(OC)c3)CC2=O)cc1 (configuration not stated)	-6%
Cc1ccc(S(=O)(=O)Nc2ccc(Br)cc2C(=O)c2ccccc2)cc1	6%
CN(Cc1ccccc1)C(=O)c1nn2c(C(F)(F)F)cc(-c3ccccc3)nc2c1Cl	-1%
COc1cccc2c1CC/C(=C\c1ccc(N(C)C)cc1)C2=O	-9%

# Looked up by structure from the entries so far (5):
structure	mouse EphA4 binding
O=c1c2ccccc2nc2n1C(CSCc1ccc(Cl)cc1Cl)CS2 (configuration not stated)	-3%
COc1ccc(C(c2nnnn2Cc2ccc(F)cc2)N2CCN(c3ccccc3)CC2)cc1 (configuration not stated)	-2%
CCc1ccc(NC(=S)N2CCN(c3cccc(C(F)(F)F)c3)CC2)cc1	-14%
COc1ccc(N2CC(C(=O)OCC(=O)c3cccc(OC)c3)CC2=O)cc1 (configuration not stated)	-6%
CN(Cc1ccccc1)C(=O)c1nn2c(C(F)(F)F)cc(-c3ccccc3)nc2c1Cl	-1%

# More entries follow:
Compound | mouse EphA4 binding
Cc1ccc(NCc2nnc(SCC(=O)N3CCc4ccccc43)n2C)cc1 | -16%
COc1ccc(CNc2nc(NCc3ccc(OC)cc3)n(C(=O)c3ccccc3[N+](=O)[O-])n2)cc1 | 0%
CCn1c(=O)cc(SCC(=O)NCCCN2CCN(c3ccc(F)cc3)CC2)c2ccccc21 | -10%
Cc1cc(C(=O)CCC(=O)N2CCN(S(=O)(=O)c3cccs3)CC2)c(C)s1 | -3%
Cc1ccccc1N1C(=O)/C(=C\c2ccc(F)cc2)SC1=S | -10%
CCCOP(=O)(c1ccc(N(C)C)cc1)C(O)c1cc(OC)c(OC)c(OC)c1 (configuration not stated) | -3%
CCOc1cc(CNc2ccc3c(c2)OCCO3)cc(Br)c1OCC(N)=O | -9%
CCCC(c1nnnn1CCOC)N1CCN(C(=O)c2ccco2)CC1 (configuration not stated) | -33%
COCCNC(=O)NC(=O)COC(=O)C12CC3CC(CC(NC(C)=O)(C3)C1)C2 | -9%
Cc1cc(F)ccc1NCc1cccnc1 | -13%
Cc1ccc(NC(=O)c2ccc(F)c(S(=O)(=O)N3CCOCC3)c2)cc1F | 0%
CC(C)C(=O)Nc1nnc(CCN2CCOCC2)s1 | -4%
Cc1ccc(C=C2C(=O)NC(=S)N(c3ccccc3Cl)C2=O)o1 | 3%
COC(=O)c1ccc(COn2c(=O)c(C)[n+]([O-])c3ccccc32)cc1 | -4%
O=C(CCNc1ccc(F)c(Cl)c1)c1ccco1 | -8%
Cc1cccnc1NC(=O)Nc1cccs1 | -2%
Cc1ccc(C)n1-c1ccc(Nc2ccccc2)cc1 | 2%
Cc1cccc(NC(=O)C2CCN(S(=O)(=O)c3cccc4cccnc34)CC2)c1 | -4%
Cc1noc(C)c1S(=O)(=O)N1CCCC(C(=O)Nc2cccnc2)C1 (configuration not stated) | 16%
CC(=O)N1CCc2cc(Br)cc(S(=O)(=O)NCCN3CCCCC3C)c21 (configuration not stated) | -2%
COc1ccc(Cl)cc1N(C)C(=O)CCc1nc(-c2ccc(C)cc2)no1 | 3%
CCOc1ccccc1N1CCN(C(=O)Nc2ccc(Cl)c(Cl)c2)CC1 | -4%
Cc1cc(NC(=O)Cn2nc(-c3ccccc3F)ccc2=O)ccc1-n1cnnn1 | 9%
O=C(OCc1nc2ccc(Cl)cc2n1CCO)c1ccc2c(c1)OCO2 | 6%
COc1ccc(OC)c(Nc2cc(C(=O)NCCCN3CCOCC3)c3ccccc3n2)c1 | -1%
CN1CCN(c2nc(-c3cccnc3)nc3ccccc23)CC1 | 4%
CCOC(=O)c1sc(NC(=O)C(CC)Sc2nccn2C)nc1C (configuration not stated) | -6%
CCOc1cc(C)ccc1OCc1nnc(SCC(=O)c2cccc([N+](=O)[O-])c2)n1C | -13%
CC1CCCCN1C(=O)CSc1nnc(-c2c[nH]c3ccccc23)o1 (configuration not stated) | -6%
O=c1c2c(-c3cccs3)csc2ncn1-n1cccc1 | -3%
O=C(c1ccccc1)c1cc(-c2ccccn2)c(N2CCOCC2)s1 | -7%
O=C(Cn1cnc2c(nnn2-c2ccc(F)cc2)c1=O)N1CCCc2ccccc21 | -11%
COc1ccc(C(=O)Nc2cc(C)on2)cc1 | -16%
Cc1nn2c(NCCCN3CCOCC3)c3c(nc2c1-c1ccccc1)CCC3 | -2%
COc1ccc(C(NC(=O)CNC(C)=O)C(=O)Nc2ccc3c(c2)OCCO3)cc1 (configuration not stated) | -16%
COc1ccc2cc(CN(Cc3ccco3)Cc3nnnn3C3CCCCC3)c(=O)[nH]c2c1 | 3%
Cn1ccnc1SCC(=O)c1ccc(Cl)cc1 | 3%
Cn1c(-c2c(N)n(C3CCCC3)c3nc4ccccc4nc23)nc2ccccc21 | 18%
CCOC(=O)c1c(-c2ccc(C)cc2)csc1NC(=O)C(C)(C)C | 2%
O=C(Oc1ccc2ccccc2c1Br)N1CCCCCC1 | -12%
O=C(O)CC1S\C(=N/N=C\C=C/c2ccccc2)N(c2ccc(O)cc2)C1=O (configuration not stated) | 1%
CCOC(=O)N1CCN(Cc2oc(CO)cc(=O)c2O)CC1 | -2%
Cc1cc2c(cc1C)-c1nnc(-c3ccc4ccccc4n3)n1C(C)(C)C2 | -9%
COc1cccc(-c2nnc(SCC(=O)N3CCCC3=O)n2-c2ccccc2)c1 | 0%
Cc1cc2cc(CN(CCN3CCOCC3)C(=O)Nc3ccccc3F)c(=O)[nH]c2cc1C | 5%
CC(=O)Nc1ccc(OCC(O)CN2CCN(c3ccc(C)c(Cl)c3)CC2)cc1 (configuration not stated) | -3%
Cn1c(=O)c2[nH]c(NCCCN3CCOCC3)nc2n(C)c1=O | -22%
CCOC(=O)N1CCN(c2c(NCCOC)c(=O)c2=O)CC1 | 7%
COC(=O)C1=NN(C(=O)OC(C)(C)C)C(O)(C(C)(C)C)C1 (configuration not stated) | 2%
C=CCn1c(=N)n(CC(O)COc2ccccc2OC)c2ccccc21 (configuration not stated) | -5%
O=C(CN1CCOCC1)NCC12CC3CC(CC(C3)C1)C2 | 6%
Cc1ccccc1NS(=O)(=O)c1cc(C(=O)Nc2cccc(N(C)S(C)(=O)=O)c2)ccc1C | -7%
O=C(Cn1cnc2c(cnn2-c2ccc(F)cc2)c1=O)N1CCN(c2ccccc2F)CC1 | 37%
Cc1ccc(N(CC(N)=O)C2SC(=O)N(Cc3ccccc3)C2=O)cc1 (configuration not stated) | 4%
CC1CCCCN1S(=O)(=O)c1ccc(NC(=O)c2ccco2)cc1 (configuration not stated) | -2%
CCCC(C(=O)NCC1CCCO1)N(Cc1ccco1)C(=O)CNS(=O)(=O)c1ccccc1 (configuration not stated) | -4%
